# Compound activity as filed in PubChem BioAssay.
# TrxR1 inh = rat TrxR1 inhibition; O89049; recombinant rTrxR1, NADPH fluorescence consumption, selenite substrate; Potency, µM (top dose mostly 114 µM), inactives show at the top dose activity change, negative = inhibition, hits mostly inhibitors; actives 1% (n = 390,000); AID 588453; note: potency is the fitted concentration of half-maximal effect; % is set by controls: 0 for no effect and ±100 for the full control effect; nearly all actives have a fitted effect of over 65% in size
#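 Rat TrxR1 (90 nM in the dispensed reagent) was pre-reduced with 400 uM NADPH for 5 min at room temperature, then incubated with compound for 15 min. After 400 uM selenite was added, NADPH fluorescence (Ex 340/Em 450 nm) was followed for 8 min.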
# D2 antagonist = D2 dopamine receptor (human) antagonism; P14416; HEK293 TREx D2 cells, calcium flux, dopamine EC80; inhibition, % at 10 µM; actives 2% (n = 340,000); in the data active = inhibition above about 30%; note: 0% is about no effect
#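 Overnight-induced (tetracycline, 30 C) HEK293 T-REx cells carrying force-coupled D2 receive a no-wash calcium dye, then compound, then EC80 dopamine at 180 s; signals are read kinetically throughout.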
# Pin1 inh = inhibitors of human Pin1; Potency, µM (highest dose often 115 µM), inactives show top-dose activity, negative = inhibition, hits mostly inhibitors; Pin1 FP peptide displacement, HiFluor488, 10 min; actives 0.009% (n = 390,000); Q13526; active = well fitted inhibition curve with a large enough effect in the polarisation, with a control signal flat, not every such curve was filed as active; inconclusive = small, poorly fitted or top-dose-only effect, or effect the other way, or a change in a side signal; inactive = no such curve, though single readings can be large or run the other way; the % refers to the polarisation; note: potency is the fitted concentration of half-maximal effect; % is set by controls: 0 for no effect and ±100 for the full control effect
# Target sequence (Q13526 whole entry, looked up): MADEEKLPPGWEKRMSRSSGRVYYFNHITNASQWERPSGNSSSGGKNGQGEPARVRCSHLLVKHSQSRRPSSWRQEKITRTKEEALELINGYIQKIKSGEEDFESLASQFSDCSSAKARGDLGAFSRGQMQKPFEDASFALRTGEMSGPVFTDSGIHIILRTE
# TRHR ag = agonists of human TRH receptor; AID 493084; TRHR cells, calcium flux fluo-8, FDSS agonist mode; P34981; activation, % at 2 µM; actives 0.18% (n = 360,000); in the data active = activation above about 30%; note: 0% is about no effect
# Target sequence (P34981 whole entry, looked up): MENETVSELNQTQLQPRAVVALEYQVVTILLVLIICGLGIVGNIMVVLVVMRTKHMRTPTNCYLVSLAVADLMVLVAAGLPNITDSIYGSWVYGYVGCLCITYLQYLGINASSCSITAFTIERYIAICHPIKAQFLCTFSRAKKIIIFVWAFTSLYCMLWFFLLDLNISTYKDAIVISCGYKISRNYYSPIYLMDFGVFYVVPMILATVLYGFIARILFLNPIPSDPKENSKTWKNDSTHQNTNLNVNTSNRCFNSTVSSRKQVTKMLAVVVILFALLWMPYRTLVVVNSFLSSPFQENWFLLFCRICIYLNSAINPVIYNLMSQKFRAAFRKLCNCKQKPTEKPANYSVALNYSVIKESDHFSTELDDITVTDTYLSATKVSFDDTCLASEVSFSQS
#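 In this calcium-flux screen, cells bearing human TRHR are dye-loaded with fluo-8, baselined for 10 cycles, then exposed to library compounds; positive kinetic calcium responses during the agonist phase mark hits, with TRH as control.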
# USP1 inh = blocks the human USP1/UAF1 deubiquitinase complex; O94782; recombinant USP1/UAF1, Ub-Rhodamine cleavage fluorescence; Potency, µM (highest dose often 57.1 µM), inactives show at the top dose activity change, negative = inhibition, actives largely listed as inhibitors; actives 0.23% (n = 390,000); AID 743255; note: potency is the fitted concentration of half-maximal effect; % is set by controls: 0 for no effect and ±100 for the full control effect; nearly all actives have a fitted effect of over 60% in size; inactives centre near -12
#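 In this screen, compounds sit with the deubiquitinase complex (1nM) for 15 min at room temperature before Ub-Rho is added at 150nM final. Fluorescence rise is then followed for 6 reads every 60 seconds.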
# mIDH1 inhibitor = blocks human mutant IDH1 R132H enzyme; actives 0.093% (n = 390,000); O75874; Potency, µM (doses to about 76.6 µM), for inactives: at the top dose activity change, negative = inhibition, most hits filed as inhibitors; IDH1-R132H enzyme, NADPH consumption, diaphorase/resazurin fluorescence; AID 602179; note: potency is the fitted concentration of half-maximal effect; % is set by controls: 0 for no effect and ±100 for the full control effect; nearly all actives have a fitted effect of over 65% in size
# Target sequence (O75874 whole entry R132H, stated change not applied): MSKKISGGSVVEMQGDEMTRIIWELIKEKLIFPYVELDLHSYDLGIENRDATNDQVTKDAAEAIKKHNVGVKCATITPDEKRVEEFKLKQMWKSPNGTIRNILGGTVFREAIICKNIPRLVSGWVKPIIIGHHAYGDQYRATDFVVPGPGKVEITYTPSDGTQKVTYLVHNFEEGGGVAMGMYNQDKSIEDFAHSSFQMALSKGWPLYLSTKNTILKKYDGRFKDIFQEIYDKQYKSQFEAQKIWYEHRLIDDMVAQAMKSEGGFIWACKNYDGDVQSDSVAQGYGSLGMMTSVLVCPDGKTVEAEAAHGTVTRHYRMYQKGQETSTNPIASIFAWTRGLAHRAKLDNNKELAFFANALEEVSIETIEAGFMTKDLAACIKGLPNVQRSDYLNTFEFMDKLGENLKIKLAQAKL
#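 IDH1-R132H (0.5 ug/mL dispensed) in pH 7.5 Tris buffer was preincubated 30 min with compound, then given a substrate mix of 0.016 mM NADPH and 2 mM alpha-KG for 80 min at room temperature; remaining NADPH was read by diaphorase/resazurin fluorescence.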
# TRHR enhancer = allosterically enhances the human TRH receptor; P34981; TRHR cells, fluo-8 calcium fluorescence, EC20 TRH enhancement; enhancement, % at 2 µM; actives 0.66% (n = 360,000); AID 493056; in the data active = enhancement above about 30%; note: 0% is about no effect
#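 TRHR-expressing cells loaded with fluo-8 calcium dye were read kinetically (ex 480/em 530) during compound addition, then stimulated with an EC20 of TRH (10 nM final). Enhancement of the Gq-mediated intracellular calcium response was scored.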
# D2 agonist = agonists of human D2 dopamine receptor; P14416; HEK293 T-REx D2 cells, calcium flux agonist mode; AID 485358; actives 0.53% (n = 340,000); activation, % at 2 µM;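 active = activation over 3 SD above normal in the single-dose calcium agonist read, cut at about 30% in these data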; note: 0% is about no effect
#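 Agonism scored from kinetic calcium signal (1 read/sec, 180 s) following compound pin transfer, after a 10 s baseline. Cells: HEK293 Trex line expressing inducible D2 receptor coupled to calcium, dye-loaded after overnight culture at 30 C.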
# TrxR1 substrate = rat thioredoxin reductase 1 substrate activity; purified TrxR1 substrate turnover, NADPH consumption readout; Potency, µM (series often up to 114 µM), without a hit: at the top dose activity change, negative = substrate turnover; actives 0.01% (n = 390,000); AID 588456; note: potency is the fitted concentration of half-maximal effect; % is set by controls: 0 for no effect and ±100 for the full control effect; nearly all actives have a fitted effect of over 50% in size
#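 Rat TrxR1, dispensed at 90 nM, was prereduced with 400 uM NADPH (final) for 5 min at ~22 deg C, then incubated with compound 15 min before 400 uM selenite. A first-read NADPH fluorescence drop versus no-compound background flagged substrates.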
# An asterisk follows results filed as active; u = inconclusive; x = no result given; [ ] = remark or other dose. Unless noted, calls come from the whole dose curve; as a rule, active = well fitted inhibition curve with a large enough effect; inconclusive = small, poorly fitted or top-dose-only effect; inactive = no such curve, though single readings can be large or run the other way. An excerpt, so the mix of outcomes need not match the whole.
SMILES,TrxR1 inh,D2 antagonist,Pin1 inh,TRHR ag,USP1 inh,mIDH1 inhibitor,TRHR enhancer,D2 agonist,TrxR1 substrate
COc1ccc(/C=N/NC(=O)c2cc(-c3ccccc3OC(C)C)nc3ccccc23)cc1CN1CCOCC1,-10%,-10,28%,0.5,-3%,3%,-5,0.4,-12%
c1ccc2c(-n3cccn3)cccc2c1,-10%,8,-2%,-2.2,-23%,9%,9,-1.4,-7%
CN(C)c1nnnn1-c1ccc(Cl)cc1Cl,-1%[57.1 µM],-10,-4%,-0.5,4%,14%,-1,-3.7,2%[57.1 µM]
CCc1ccc(NC(=O)Cn2c(=O)c3cc(Cl)ccc3n3nncc23)cc1,22%,x,11%,0.9,-15%,14%,-5,0.4,4%
Cc1cc(C)cc(OCC(=O)N2CCc3ccccc3C2)c1,28%,-26,1%,-0.5,-10%,-1%,3,-0.8,4%
COc1cc(NC(=O)c2cccs2)c(OC)cc1NC(=O)c1ccco1,-22%,-10,6%,-0.6,-4%,-3%,-10,0.0,4%
Cc1ccc2nc(NC3=NC(CC(=O)O)C(=O)N3)nc(C)c2c1 (stereo unspecified),x,6,x,1.4,x,x,-6,0.2,x
COc1ccc(C2=NN(C(=O)c3cccc([N+](=O)[O-])c3)C(c3cccc([N+](=O)[O-])c3)C2)cc1 (stereo unspecified),-4%,4,23%,0.7,-19%,11%,7,0.4,6%
Fc1ccc2nc(C3CCN(Cc4nc(CC5CC5)no4)CC3)[nH]c2c1,u,3,1%,-1.3,-17%,11%,7,-1.7,-6%
N#C/C(=C(/O)COC(=O)c1ccc2c(c1)OCCO2)c1nc2ccccc2[nH]1,2%,-18,u,0.0,-20%,3%,-5,0.1,3%
CCCCOc1ccc(CN2CCCCC2)cc1,8%,52*,-12%,0.6,-9%,0%,2,0.2,-10%
CC1CC(C)CN(S(=O)(=O)c2cccc(C(=O)N3CCN(c4ccc(F)cc4)CC3)c2)C1 (stereo unspecified),-8%,-12,-5%,-0.1,-22%,8%,4,0.9,-13%
COc1ccc2nc(NNC(=O)c3cc(=O)c4ccccc4o3)sc2c1,-1%,-18,52%[activator],1.0,28µM*,8%,-2,-0.1,-4%
COc1cccc2c1cc1c(=O)n(CC(=O)N3CCN(c4ccc(Cl)cc4)CC3)nc(C)n12,21%,x,4%,-0.6,u,-7%,2,-0.3,16%
CN(Cc1ccccc1)C(=O)c1[nH]cnc1C(=O)NCc1ccc(CNC(=O)OC(C)(C)C)cc1,12%[57.1 µM],1,3%,-1.1,-19%,3%,-3,-1.0,6%[57.1 µM]
CC(=O)N1c2c(cc(Br)cc2S(=O)(=O)N2CCN(c3cc(C)ccc3C)CC2)CC1C (stereo unspecified),25%,x,8%,0.2,-12%,0%,5,x,6%[2.29 µM]
C/C(CC(=O)Nc1ccc(Cl)cc1Cl)=N\NC(=O)C(=O)N1CCCC1,11%[57.1 µM],8,0%,-0.1,-4%,-1%,-6,0.4,9%[57.1 µM]
CC(=O)Nc1ccc(OCc2ccccc2)cc1[N+](=O)[O-],-15%[57.1 µM],x,-9%,x,-10%,9%,x,x,5%[57.1 µM]
O=C(O)C1Nc2c(C(F)(F)F)ccc(Cl)c2C2C=CCC12 (stereo unspecified),u,-7,x,0.6,-20%,-10%,3,0.1,3%[2.29 µM]
COc1ccc(-c2nn(-c3ccccc3)cc2C2NC(=O)NC(C)=C2C(=O)OC(C)C)cc1Cl (stereo unspecified),13%,x,u,-1.2,-17%,-1%,6,-0.5,-7%
Cc1cnc(C(=O)OCC(=O)Nc2c(Cl)cc(Cl)cc2Cl)cn1,9%,-27,-5%,-0.5,-13%,-9%,2,0.7,-2%
O=C(O)CCC(=O)NCCc1cccc(Cl)c1,10%,1,-2%,-0.6,-3%,0%,-3,1.3,6%
COc1ccccc1OCC(=O)Nc1ccc2c(c1)OCO2,10%,32*,-22%,-0.5,-2%,4%,3,0.3,1%
COC(=O)C1(C)NC(c2ccc(F)cc2)C2C(=O)N(c3ccccc3)C(=O)C21 (stereo unspecified),-13%,-11,-6%,0.0,3%,-1%,-7,2.4,-12%
COc1ccc(-n2nnnc2-c2cnc3cc4c(cc3c2C)OCO4)cc1,-5%,0,5%,-2.3,-7%,4%,-2,-0.4,0%

# The list goes on:
SMILES,TrxR1 inh,D2 antagonist,Pin1 inh,TRHR ag,USP1 inh,mIDH1 inhibitor,TRHR enhancer,D2 agonist,TrxR1 substrate
CCCCNC(=O)COC(=O)c1ccc(NC(C)=O)cc1,6%[57.1 µM],-15,21%,0.9,-20%,0%,1,1.9,3%[57.1 µM]
CCCOc1ccc(Oc2nc(-c3ccncc3)nc3ccccc23)cc1,5%[57.1 µM],x,-4%,-0.5,-16%,4%,-7,x,-3%[57.1 µM]
CC(=O)Nc1ccc(S(=O)(=O)N(C)CC(=O)NC2CCCC(C)C2C)cc1 (stereo unspecified),-4%,-3,-4%,0.2,-20%,-8%,-3,0.6,-11%
CSCCC(NC(=O)c1ccc(Cl)cc1Cl)C(=O)OC(C)C(=O)NCc1ccco1 (stereo unspecified),u,-7,-6%,-0.1,-22%,3%,26,-2.6,-14%
CCC(C)NC(=O)c1cc(S(=O)(=O)N2CCCCC2)c[nH]1 (stereo unspecified),14%,13,-6%,0.9,-18%,-2%,1,0.4,4%
CC(C1CC2CCC1C2)n1c(-c2cccs2)n[nH]c1=S (stereo unspecified),u,-6,-4%,0.7,-22%,13%,-8,0.7,8%
O=C(OCc1ccccc1)c1ccccc1,7%,x,-6%,x,-5%,-6%,x,x,-3%
CCOC(=O)C1CCN(C(=O)c2ccc3snnc3c2)CC1,-3%,-3,-1%,0.2,-21%,0%,-7,0.0,-8%
O=C(NNC(=O)C(O)(c1ccccc1)c1ccccc1)C1CC1,26%[57.1 µM],8,-8%,0.1,6%,0%,1,2.3,12%[57.1 µM]
O=C(Cn1ccc2ccccc2c1=O)NCCC(=O)N1CCN(c2ccccc2)CC1,15%,-16,3%,-0.8,-16%,-7%,-7,0.3,4%
CC(=O)NC(c1cccc([N+](=O)[O-])c1)c1c(OC(C)=O)ccc2ccccc12 (stereo unspecified),-21%,x,0%,x,-10%,-2%,x,x,-9%
Cc1c(Cl)c(C(=O)NC2CCCC2)nn1C,12%,19,8%,-0.4,-19%,1%,0,0.5,-1%
CCOc1ccc(C(=O)N/N=C/c2cc(Cl)ccc2[N+](=O)[O-])cc1,3%[57.1 µM],21,13%,-0.9,2%,2%,-5,-2.0,4%[57.1 µM]
COc1ccccc1NC(=O)CSc1nnc(COc2ccc(Cl)cc2)o1,19%[57.1 µM],-11,0%,0.2,-10%,-1%,-1,0.4,-7%[57.1 µM]
Clc1ccc(-c2nnc(-c3ccccc3Cl)o2)cc1,2%[57.1 µM],5,1%,1.3,-8%,-4%,17,0.2,9%[57.1 µM]
CSc1ccccc1NC(=O)CN(C)S(=O)(=O)c1ccc(F)cc1,-11%,-6,-9%,-0.6,-17%,0%,-7,0.9,-6%
CCCn1c(SCC(=O)/C(C#N)=C(\C)N)n[nH]c1=O,6%[57.1 µM],-8,2%,0.0,-10%,-2%,-9,0.4,7%[57.1 µM]
COc1cc(C(=O)N(Cc2cc3cc(C)ccc3[nH]c2=O)CC2CCCO2)cc(OC)c1OC (stereo unspecified),-4%,x,0%,0.8,-5%,-8%,10,x,1%
CN(C(=O)Cn1cc([N+](=O)[O-])ccc1=O)C1CCCCC1,-8%,-2,4%,0.0,-4%,0%,4,0.6,-16%
CC(C)CN(C(=O)COC(=O)c1c2c(nc3ccccc13)CCC2)c1c(N)n(Cc2ccccc2)c(=O)[nH]c1=O,11%,x,-3%,0.4,-16%,-8%,16,x,5%
CN(C(=O)CSc1nc(-c2ccc(F)cc2)cs1)C1CCS(=O)(=O)C1 (stereo unspecified),-1%,-7,3%,-1.6,-8%,12%,-2,-0.7,5%
COc1ccc(-c2nc3cc(C)ccn3c2NC(=O)c2ccc(C)c(C)c2)cc1,3%[2.29 µM],x,28%,0.1,-18%,14%,4,0.6,-5%[2.29 µM]
CCC1Oc2ccc(C)cc2N(Cc2cccc(C)c2)C1=O (stereo unspecified),3%,-3,0%,0.7,-5%,3%,0,0.9,4%[57.1 µM]
Cc1nc(-n2nnc3ccccc32)c2c3c(sc2n1)CCCC3,7%,-15,7%,0.3,-13%,-2%,-4,-0.9,18%
Cc1ccc(NC(=O)c2c(NC(=O)c3ccccc3Cl)sc3c2CCC3)cc1,u,x,1%,-1.2,-19%,0%,0,-1.1,-1%
Cc1nn2c(=O)cc(COc3ccc(/C=C(\C#N)C(=O)Nc4ccc(F)cc4)cc3)nc2s1,10%,x,22%,0.7,-29%,7%,-8,-0.3,6%
COc1ccccc1-c1cc(C(=O)N/N=C\c2cnn(C)c2C)c2ccccc2n1,-8%,-8,0%,-0.2,2%,-3%,-9,-1.7,-11%
O=C(COC(=O)Cn1cnc2ccccc21)Nc1cccc2c1C(=O)c1ccccc1C2=O,1%[57.1 µM],-12,u,-0.3,0%,1%,-10,0.1,6%[57.1 µM]
Cc1cccn2c(=O)c3cc(C(=O)NCCN4CCOCC4)c(=N)n(Cc4cccnc4)c3nc12,u,-10,-14%,4.2,-4%,26%,-2,0.2,164%[activator]
Cc1ccc(NS(=O)(=O)c2ccc3nc(-c4ccccc4)[nH]c3c2)cc1Cl,-9%,x,10%,-1.5,-10%,2%,10,x,-14%

# Three entries out of the list, arranged by molar mass, ascending:
SMILES,TrxR1 inh,D2 antagonist,Pin1 inh,TRHR ag,USP1 inh,mIDH1 inhibitor,TRHR enhancer,D2 agonist,TrxR1 substrate
Cc1nc(-n2nnc3ccccc32)c2c3c(sc2n1)CCCC3,7%,-15,7%,0.3,-13%,-2%,-4,-0.9,18%
CSc1ccccc1NC(=O)CN(C)S(=O)(=O)c1ccc(F)cc1,-11%,-6,-9%,-0.6,-17%,0%,-7,0.9,-6%
CC(C)CN(C(=O)COC(=O)c1c2c(nc3ccccc13)CCC2)c1c(N)n(Cc2ccccc2)c(=O)[nH]c1=O,11%,x,-3%,0.4,-16%,-8%,16,x,5%
